# Screens: PubChem BioAssay, The Scripps Research Institute Molecular Screening Center
# FBW7 activator: FBW7 E3 ligase activators, primary screen, biochemical, AlphaScreen, human; F-box/WD repeat-containing protein 7 (Homo sapiens), Q969H0; AlphaScreen FBW7–phospho-cyclin E peptide binding, activator screen; normalized activity (activation), % at 26.1 µM; 650,000 tested, 0.13% active; in the data active = normalized activity above about 1.9%;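 also: purified mutant Fbw7 with reduced substrate affinity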
# TEAD-YAP inh: TEAD-YAP interaction inhibition, primary screen, TEAD-YAP interaction inhibitor project, luminescence, HEK-TIYL cells; TEAD-Gal4/YAP UAS-luciferase luminescence; inhibition, % at 9.12 µM; 640,000 tested, 1.4% active; AID 1259422, 2018; in the data active = inhibition above about 32%;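 also: 0% = median of test compound wells and 100% = reference inhibitor wells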
# GPR151 activ: activators of human GPR151, primary screen, cell-based, PathHunter beta-arrestin, luminescence. G-protein coupled receptor 151 (Homo sapiens), Q8TDV0. activation, % at 11.2 µM. 650,000 tested, 1% active. PathHunter beta-arrestin GPR151 cells; in the data active = activation above about 4.9%;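 also: 0% = median of compound wells and 100% = cells with positive control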
# Target sequence (Q8TDV0 whole entry, looked up): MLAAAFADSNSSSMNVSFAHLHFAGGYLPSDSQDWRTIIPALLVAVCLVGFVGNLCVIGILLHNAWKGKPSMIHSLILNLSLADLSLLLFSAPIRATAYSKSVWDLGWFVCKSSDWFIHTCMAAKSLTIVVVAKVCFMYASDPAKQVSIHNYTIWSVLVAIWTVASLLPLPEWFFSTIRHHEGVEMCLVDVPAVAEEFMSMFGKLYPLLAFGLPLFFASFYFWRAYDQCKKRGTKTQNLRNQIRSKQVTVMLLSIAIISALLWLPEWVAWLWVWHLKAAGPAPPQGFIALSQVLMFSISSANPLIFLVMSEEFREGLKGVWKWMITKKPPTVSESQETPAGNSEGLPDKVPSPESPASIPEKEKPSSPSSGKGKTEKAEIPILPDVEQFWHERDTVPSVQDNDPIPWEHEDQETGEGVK
# MITF inh: MITF inhibitors, primary screen, biochemical, AlphaScreen, human; Microphthalmia-associated transcription factor (Homo sapiens), O75030; AlphaScreen MITF homodimerization, bead proximity signal; inhibition, % at 2.6 µM; 650,000 tested, 0.91% active; AID 1259374, 2018; in the data active = inhibition above about 50%;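 also: 0% = vehicle wells with protein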
# Target sequence (O75030 whole entry, looked up): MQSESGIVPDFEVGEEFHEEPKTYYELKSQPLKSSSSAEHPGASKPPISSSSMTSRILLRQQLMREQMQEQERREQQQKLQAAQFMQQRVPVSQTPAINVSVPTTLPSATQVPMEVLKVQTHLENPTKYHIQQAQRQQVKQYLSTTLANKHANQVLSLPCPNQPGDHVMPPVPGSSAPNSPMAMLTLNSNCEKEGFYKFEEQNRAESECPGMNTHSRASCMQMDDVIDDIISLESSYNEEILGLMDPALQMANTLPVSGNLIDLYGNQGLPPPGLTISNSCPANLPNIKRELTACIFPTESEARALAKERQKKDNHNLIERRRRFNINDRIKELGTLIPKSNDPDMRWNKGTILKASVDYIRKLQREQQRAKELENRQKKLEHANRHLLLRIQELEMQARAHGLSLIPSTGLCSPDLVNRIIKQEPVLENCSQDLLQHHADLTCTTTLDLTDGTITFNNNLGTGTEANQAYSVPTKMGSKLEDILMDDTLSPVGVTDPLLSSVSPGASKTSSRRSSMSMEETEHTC
# Starred values were filed as active, the others as inactive; nt = no result given.
SMILES,FBW7 activator,TEAD-YAP inh,GPR151 activ,MITF inh
OCCN1CCN(c2ncc(-c3cccc(CO)c3)n3ccnc23)CC1,-0.5,-70,-0.3,11
O=C(Cn1cnc2c(nnn2-c2ccccc2)c1=O)N1CCC(Cc2ccccc2)CC1,0.1,-1,-0.8,5
CCC1(c2cc(Cl)ccc2OC)C(=O)Nc2ccc(OC)cc21 (centres undefined),0.0,0,-0.6,-4
CS(=O)(=O)c1ccc2c(c1)ncn2Cc1ccccc1,0.2,-6,1.7,15
CCC(C)(C)n1nnnc1CN(Cc1cc2cc(OC)ccc2[nH]c1=O)CC1CCCO1 (centres undefined),0.1,2,-0.2,12
O=C(O)c1ccc(N2C(=O)/C(=C/c3ccc(-c4ccc(Br)cc4)o3)C=C2c2ccccc2)cc1O,0.4,-31,-2.2,9
O=C1NC(=O)C2C3c4ccccc4C(c4ccccc43)C12 (centres undefined),0.1,-21,1.5,-9
CCCNC(=O)c1cnc(-c2ccc(OC)nc2)s1,0.1,-38,-0.5,4
CCOC(=O)c1sc2nc(SCC(=O)Nc3ccccc3CC)n(N)c(=O)c2c1C,0.6,4,-1.2,15
Cc1cccc(Cn2c(NCc3ccco3)nc3c2c(=O)n(C)c(=O)n3C)c1,-0.1,46*,0.2,13
O=S(=O)(c1ccc(Cl)cc1)N(C1CCNCC1)C1CC1,0.8,9,1.3,21
CCC(C(=O)N1CCc2ccccc2C1)n1nc(C)n2c(cc3occc32)c1=O (centres undefined),-0.2,13,0.7,-5
CCOC(=O)C1=C(C)NC(C)=C(C(=O)OC)C1c1cc(Cl)cc(Cl)c1OC (centres undefined),0.3,8,-1.1,10
CCc1ccc(N2CC(C(=O)OCC(=O)Nc3cc(C)on3)CC2=O)cc1 (centres undefined),0.0,13,1.5,-2
NS(=O)(=O)c1ccc(NC(=S)NC(=O)C(c2ccccc2)c2ccccc2)cc1,-0.4,-5,5.4*,2
Cc1cc(NCc2ccccc2)nc(NCc2cccnc2)n1,0.1,2,0.2,13
COc1ccc(-c2nnc3n2CCCCC3)cc1,0.0,0,-0.8,28
Cn1cc(C(=O)Nc2ccc(F)c(Cl)c2)c2c3ccccc3n(C)c2c1=O,-0.1,-3,0.7,-1
CC(Oc1ccccc1N1C(=O)C2C3CCC(C3)C2C1=O)C(=O)c1ccccc1 (centres undefined),0.1,1,-0.5,8
CN(CCc1ccccc1)C1CCCN(Cc2ccccc2OCCO)C1 (centres undefined),0.1,-2,1.5,15

# Some of the entries above in a different format:
Compound | FBW7 activator | TEAD-YAP inh | GPR151 activ | MITF inh
O=C(O)c1ccc(N2C(=O)/C(=C/c3ccc(-c4ccc(Br)cc4)o3)C=C2c2ccccc2)cc1O | 0.4 | -31 | -2.2 | 9
CCCNC(=O)c1cnc(-c2ccc(OC)nc2)s1 | 0.1 | -38 | -0.5 | 4
CC(Oc1ccccc1N1C(=O)C2C3CCC(C3)C2C1=O)C(=O)c1ccccc1 (centres undefined) | 0.1 | 1 | -0.5 | 8
Cc1cccc(Cn2c(NCc3ccco3)nc3c2c(=O)n(C)c(=O)n3C)c1 | -0.1 | 46* | 0.2 | 13
CCOC(=O)C1=C(C)NC(C)=C(C(=O)OC)C1c1cc(Cl)cc(Cl)c1OC (centres undefined) | 0.3 | 8 | -1.1 | 10

# The results go on.
SMILES,FBW7 activator,TEAD-YAP inh,GPR151 activ,MITF inh
CC(=O)c1ccc(N2CCN(Cc3nc4ccccc4[nH]3)CC2)cc1,0.0,-9,1.6,-3
CCn1c2ccccc2c2cc(CN3CCC4(CCC(CNC(C)=O)O4)CC3)ccc21 (centres undefined),0.1,-3,-2.1,2
Cc1cccc(NCc2ccc([N+](=O)[O-])cc2)c1,0.0,-3,0.3,2
CCOc1ccc(CCNC(=O)c2[nH]c(C)c(C(C)=O)c2C)cc1OCC,-0.2,-6,14*,-2
CCOc1ccc(N2C(=O)S/C(=C\c3ccco3)C2=O)cc1,0.1,18,-1.5,17
CCOC(=O)c1c(NC(=O)CSc2cn(Cc3ccccc3C)c3ccccc23)sc2c1CCCC2,0.3,-19,2.3,-5
COc1ccccc1-c1cc(C(=O)N/N=C/c2ccccc2O)[nH]n1,-0.1,11,0.6,6
Cc1ccc2c(c1)CCN2S(=O)(=O)c1ccc2oc(=O)ccc2c1,0.6,-3,-1.1,19
CCOc1ccc2c(CC)cc(=O)oc2c1C,-0.1,-11,1.4,1
Cc1ccc[n+](CC(=O)c2ccc([N+](=O)[O-])cc2)c1,0.1,3,-1.5,11
O=C(/C=C/c1ccc(Cl)cc1Cl)NC1CCS(=O)(=O)C1 (centres undefined),1.2,-16,0.3,19
CC1CCc2c(sc(NC(=O)c3cc(=O)c4ccccc4o3)c2C#N)C1 (centres undefined),0.2,11,0.5,5
Cc1nn2c(=O)/c(=C/c3ccc(Cl)cc3)sc2nc1=O,0.3,16,-0.8,11
COC(=O)Cn1c(=O)c2c(nc3n(-c4ccccc4C)c(C)cn23)n(C)c1=O,1.1,11,0.5,19
CCCc1ccc(OC(=O)c2cc3ccccc3o2)cc1,0.1,3,2.8,9
Cc1ccccc1NC(=O)Cn1nnc(C(=O)NCc2cccs2)c1N,0.0,46*,-0.6,-12
NC(=O)c1cc(S(=O)(=O)N2CCCC2)ccc1Oc1ccc([N+](=O)[O-])cc1,0.2,-22,-1.6,9
Cc1nnc(Cl)c2ccccc12,0.0,4,1.1,1
Cc1cccc(C)c1OCCOc1ccc(/C=C2/C(=N)N3C(c4ccccc4)=CSC3=NC2=O)cc1,0.0,-3,-0.3,-14
CC(=O)Nc1ccc(Nc2nc(N3CCOCC3)ncc2C)cc1,-0.2,4,-0.9,2
COCCCNC(=O)c1ccc(CS(=O)(=O)Cc2ccccc2Cl)o1,-0.2,2,1.5,3
Cc1ccc(NC(=O)c2oc(=O)c3ccccc3c2-c2ccccc2)c(Br)c1,0.0,-6,-1.5,20
CCc1ccc2nc(SCC(=O)Nc3nonc3C)c(C#N)cc2c1,-0.1,-13,1.8,-6
O=C(NCCCn1ccnc1)c1cc2n(n1)C(C(F)(F)F)CC(c1ccc(Cl)cc1)N2 (centres undefined),-0.2,2,-0.6,5
COc1ccc(C(=O)N(Cc2ccccc2)C(C)C)cc1OC,-0.1,5,-0.2,2
COc1ccc(CCN(C)C2CCCN(C(=O)CN3CCCC3=O)C2)cc1OC (centres undefined),0.0,-5,-1.9,-6
O=C(NCc1cccnc1)c1cnc(NCCCN2CCCC2=O)s1,0.2,-5,0.3,6
CC1=[N+]([O-])C(C)(C)C(c2ccco2)=[N+]1[O-],0.0,9,-0.4,7
O=c1c2c3c(sc2nc2n1CCCCC2)CCCC3,-0.1,-62,-2.5,2
Cc1cccc(C)c1-n1c(C)cc(/C=N/NC(=O)c2cccnc2)c1C,0.2,3,-0.4,8
Oc1c(C2CCCCC2)cccc1C1CCCCC1,-0.1,4,2.0,60*
O=C(CN1CCN(Cc2ccccc2)CC1)Nc1ccc(SC(F)F)cc1,-0.1,4,1.5,5
COc1ccc(C)cc1NC(=O)N1CCN(c2cc(-n3ccnc3)ncn2)CC1,0.2,10,-0.6,14
COc1cc(-c2cn[nH]c2)ccc1C(=O)NCC1COc2ccccc2O1 (centres undefined),0.0,-12,0.2,5
CC(C)(C)c1ccc(C(=O)Nc2ccccc2-c2nnn(CC(N)=O)n2)cc1,-0.1,7,1.9,5
CCN1CCC(N[C@H]2C[C@@H](C(=O)N(CC)CC)N(Cc3ccccc3Cl)C2)CC1,-0.4,-9,0.6,2
O=C(Cn1c2c(c3ccccc31)CCC2)Nc1cccnc1,-0.1,-8,1.4,4
Cc1cc(S(=O)(=O)N(Cc2ccco2)CC2CCCO2)ccc1F (centres undefined),0.2,7,-1.2,24
Cc1cc(C)n(C(=O)CNC(=O)Cc2ccccc2)n1,0.0,6,1.3,5
Cc1cc(F)ccc1S(=O)(=O)NCCc1ccsc1,1.0,-5,-1.3,10

# Reprinted from the part before: 4 compounds, then new ones.
SMILES,FBW7 activator,TEAD-YAP inh,GPR151 activ,MITF inh
O=C(Cn1c2c(c3ccccc31)CCC2)Nc1cccnc1,-0.1,-8,1.4,4
Cc1cc(S(=O)(=O)N(Cc2ccco2)CC2CCCO2)ccc1F (centres undefined),0.2,7,-1.2,24
Cc1cc(C)n(C(=O)CNC(=O)Cc2ccccc2)n1,0.0,6,1.3,5
Cc1cc(F)ccc1S(=O)(=O)NCCc1ccsc1,1.0,-5,-1.3,10
Cc1ccc(S(=O)(=O)NCC(C)NS(C)(=O)=O)cc1 (centres undefined),0.1,-8,-1.1,-19
Nc1nc(SCc2cc(=O)oc3cc4c(cc23)CCC4)n[nH]1,0.1,5,-1.0,-5
COC(=O)c1cccc(-c2ccc(C(c3c(C)[nH][nH]c3=O)c3c(C)[nH][nH]c3=O)o2)c1,-1.2,6,1.1,4
Cc1ccccc1NCC(=O)N/N=C/c1cccc2ccccc12,-0.2,6,0.1,-2
O=C(CN1C(=O)c2ccccc2S1(=O)=O)N1CCOCC1,0.0,-26,-0.8,7
CCCC1(CCC)NC(=O)N(CC(=O)NCc2ccc(OC)cc2)C1=O,-0.1,7,-0.3,-18
COCCn1nnnc1SCC(=O)Nc1nc(-c2ccc(F)cc2)cs1,-0.2,4,-0.6,2
N#C/C(=C\C=C\c1ccccc1)C(=O)Nc1ccc(N2CCOCC2)cc1,0.1,5,-2.5,-2
CC(C)(C)c1ccc(C(=O)Nc2c3c(nn2-c2ccc(F)cc2)CSC3)cc1,-0.1,-5,1.2,-9
CCCCNC(=O)CSc1nc2cc3c(cc2c(=O)n1CCCCCC(=O)NCc1ccc(OC)cc1)OCO3,0.1,-9,0.1,-2
COc1cccc(S(=O)(=O)Nc2ccc(C)cc2)c1,0.0,10,4.7,-10
Cn1c(Cc2ccc(Cl)cc2)n[nH]c1=S,0.0,7,1.0,-3
CNCCOc1cc(C)c(Cl)c(C)c1,0.5,13,-0.4,44
C=CCn1c2cc(C)oc2c2cnn(CC(=O)NC(C)C)c(=O)c21,-0.1,-4,-1.2,5
CN(CC(=O)Nc1ccccc1[N+](=O)[O-])S(=O)(=O)c1ccccc1,-0.2,-3,2.0,-20
Cc1ccccc1C(=O)N1CCc2ccccc2C1,-0.1,3,3.6,6
CN1CCCCc2c1nc1ccc(Br)cc1c2N,-0.2,-6,-0.1,18
O=[N+]([O-])c1ccc(NCCCNS(=O)(=O)c2ccc(Cl)cc2)c(C(F)(F)F)c1,-0.1,1,-0.4,-2
CCc1nn(C(CC)C(=O)NCCOC)c(=O)c2cc3oc(C)cc3n12 (centres undefined),-0.3,-1,0.3,-3
CCOC(=O)c1ccc(NS(=O)(=O)c2ccc(Br)c(OC)c2)cc1,-0.1,-1,1.3,8
CC1=C(C(=O)Nc2ccccc2)C(c2ccco2)C(C#N)=C(S)N1 (centres undefined),0.0,14,1.2,8
COc1ccc(C2Nc3ccccc3NC3=C2C(=O)CC(c2ccc(Cl)cc2)C3)cc1OC (centres undefined),-0.1,-1,2.0,3
O=C(NC(=S)Nc1ccccn1)c1cccc(Cl)c1,0.0,-53,0.2,-8
COc1ccc(-n2cnc3cc(C(=O)NC4CCCC4)ccc32)cc1,0.0,-1,0.8,17
CC(Sc1nnc(-c2cccc([N+](=O)[O-])c2)o1)C(N)=O (centres undefined),0.7,4,-0.7,14
CC(=O)NC(=O)c1cc2cc(Br)ccc2oc1=Nc1ccc(F)cc1,0.1,-4,-0.1,9
C[C@@H](NCc1cc(Br)cc2[nH]c(=O)c(=O)[nH]c12)P(=O)(O)O,-0.1,nt,-0.4,16
CCOc1ccc(-c2cc(C)n3nc(C(=O)Nc4ccc(C(C)=O)cc4)cc3n2)cc1,0.0,-19,0.2,-3
Cc1cc(C)nc(N2CCC(CNC(=O)c3ccc(F)c(F)c3)CC2)n1,0.0,-5,-0.3,1
COc1cc(C2NC(C(=O)O)CS2)ccc1OCc1ccccc1C#N (centres undefined),0.1,5,1.7,5
CCOC(=O)c1sc(C)c(C(N)=O)c1NC1=NCCCCC1,-0.1,-14,0.5,11
COC(=O)c1c(NC(=O)C(C)Oc2ccc(F)cc2)sc(C)c1C (centres undefined),0.0,-3,-0.2,-5
O=C(Nc1cccc(Cl)c1)C1CC(=O)N(Cc2ccc3c(c2)OCO3)C(=Nc2cccc(C(F)(F)F)c2)S1 (centres undefined),0.3,4,1.1,11
COc1ccc2c(c1)c(C(=O)NS(=O)(=O)c1ccc(C)cc1)nn2-c1ncccn1,0.3,9,-0.7,5
CC(C)(C)N(Cc1ccccc1)C(=O)COc1ccc2ccc(=O)oc2c1,0.1,-3,1.5,-10

# Given with two lines to a compound: part of the list above.
# Below each compound – FBW7 activator, TEAD-YAP inh, GPR151 activ, MITF inh
Cc1nn2c(=O)/c(=C/c3ccc(Cl)cc3)sc2nc1=O
→ 0.3, 16, -0.8, 11
COC(=O)Cn1c(=O)c2c(nc3n(-c4ccccc4C)c(C)cn23)n(C)c1=O
→ 1.1, 11, 0.5, 19
CCCc1ccc(OC(=O)c2cc3ccccc3o2)cc1
→ 0.1, 3, 2.8, 9
Cc1ccccc1NC(=O)Cn1nnc(C(=O)NCc2cccs2)c1N
→ 0.0, 46*, -0.6, -12
NC(=O)c1cc(S(=O)(=O)N2CCCC2)ccc1Oc1ccc([N+](=O)[O-])cc1
→ 0.2, -22, -1.6, 9
Cc1nnc(Cl)c2ccccc12
→ 0.0, 4, 1.1, 1
